Assay outcomes as filed in PubChem BioAssay.
Mtb BioA inh: M. tuberculosis BioA enzyme inhibitors, primary screen, biochemical, plate reader, single point, HTS; 7,8-diaminopelargonic acid synthase BioA (Mycobacterium tuberculosis); purified M. tuberculosis BioA enzyme; inhibition, % at 9.99 µM; hit rate 0.096% among 360,000; in the data active = inhibition above about 40%
Active calls of the source: *. Some of the compounds tested, so the mix of outcomes need not match the whole.

SMILES | Mtb BioA inh
COc1ccccc1NC(=O)N(C)C[C@H]1OCc2ccccc2-c2c(n(C)c3ccccc23)C(=O)N([C@H](C)CO)C[C@H]1C | -1.6
CO[C@@H]1CN(C)C(=O)c2cc(NS(C)(=O)=O)ccc2OC[C@H](C)N(C(=O)CC2CC2)C[C@@H]1C | -2.1
COc1ccc(S(=O)(=O)N(C)C[C@H]2Oc3ccc(NC(=O)Nc4ccc(F)cc4)cc3CC(=O)N([C@@H](C)CO)C[C@@H]2C)cc1 | -2.0
COc1cccc(S(=O)(=O)N2CCCCN3[C@H](CO)[C@H](c4ccc(C5=CCCCC5)cc4)[C@H]3C2)c1 | -1.9
CC(=O)N1[C@H](CO)[C@@H](c2ccccc2)[C@@H]1CN(C(=O)c1ccc(F)cc1)C(C)C | -3.0
CCCC(=O)Nc1ccc2c(c1)C(=O)N(C)[C@H]1CC[C@H](CC(=O)NCCOC)O[C@@H]1CO2 | -1.8
COc1ccc(S(=O)(=O)N(C)C[C@H]2OCCCC[C@H](C)Oc3ccc(NC(=O)Nc4ccccc4)cc3C(=O)N([C@@H](C)CO)C[C@H]2C)cc1 | -2.2
CN(C)CC(=O)N1CCCCN2[C@H](CO)[C@@H](c3ccc(-c4cccc(C(=O)N(C)C)c4)cc3)[C@@H]2C1 | 1.5
C[C@@H]1CCCCO[C@H](CN(C)Cc2ccncc2)[C@@H](C)CN([C@H](C)CO)C(=O)c2cc(NC(=O)Nc3ccc(F)cc3)ccc2O1 | -3.1
CO[C@H]1CC[C@@H]2CCN(C)C(=O)[C@@H](C)CN(C)C(=O)c3cc(C#N)ccc3OC[C@H]1O2 | -2.4
Cc1noc(C)c1S(=O)(=O)Nc1ccc2c(c1)CC(=O)N([C@H](C)CO)C[C@H](C)[C@@H](CN(C)C(=O)Nc1ccc3c(c1)OCO3)O2 | -0.1
CCC(=O)N1[C@H](CNC(=O)CN2CCOCC2)[C@@H](c2ccccc2)[C@@H]1CO | 5.6
CNC[C@@H]1OCCCC[C@@H](C)Oc2ccc(NS(=O)(=O)c3cn(C)cn3)cc2C(=O)N([C@@H](C)CO)C[C@H]1C | -5.0
C[C@@H]1CCCCO[C@H](CN(C)Cc2ccc(C(F)(F)F)cc2)[C@@H](C)CN([C@H](C)CO)C(=O)c2cc(NC(=O)Nc3ccccc3)ccc2O1 | -2.0
CO[C@H]1CN(C)C(=O)c2cc(NC(=O)NC(C)C)ccc2OC[C@@H](C)NC[C@@H]1C | -2.2
C[C@@H]1CN([C@H](C)CO)C(=O)c2cc(C#CC(C)(C)O)cnc2O[C@@H]1CN(C)C(=O)C1CCCCC1 | -2.7
CO[C@@H]1CN(C)C(=O)c2cc(NS(=O)(=O)Cc3ccccc3)ccc2OC[C@@H](C)NC[C@@H]1C | -2.9
O=C(O)C[C@H]1C=C[C@@H](NC(=O)c2ccccc2F)[C@H](CO)O1 | -0.9
COc1ccc(-c2cnc3c(c2)C(=O)N([C@@H](C)CO)C[C@@H](C)[C@@H](CN(C)C(=O)C2CC2)O3)cc1 | -1.5
C[C@@H]1CN([C@H](C)CO)S(=O)(=O)c2ccc(-c3ccccc3)cc2O[C@@H]1CN(C)C(=O)c1ccccc1F | -6.5
CCC(=O)NC[C@@H]1[C@@H](c2ccc(C3=CCCC3)cc2)[C@@H](CO)N1C(=O)C1CC1 | -4.1
C[C@@H]1CN([C@H](C)CO)C(=O)c2cccc(NC(=O)Nc3ccc4c(c3)OCO4)c2O[C@@H]1CN(C)C(=O)Nc1ccc(F)cc1 | -1.1
COc1ccc(-c2ccc3c(c2)[C@@H]2[C@@H](CCN2S(=O)(=O)c2ccccc2F)[C@@H](CO)N3)cc1 | -2.1
C[C@@H]1CN([C@H](C)CO)C(=O)Cc2cc(NS(=O)(=O)c3cccs3)ccc2O[C@@H]1CN(C)C(=O)Nc1cccc2ccccc12 | -1.3
Cc1noc(C)c1S(=O)(=O)Nc1ccc2c(c1)CC(=O)N([C@@H](C)CO)C[C@@H](C)[C@@H](CN(C)Cc1ccc(Oc3ccccc3)cc1)O2 | -1.6

No new results follow: twelve of the compounds above.
SMILES | Mtb BioA inh
C[C@@H]1CCCCO[C@H](CN(C)Cc2ccc(C(F)(F)F)cc2)[C@@H](C)CN([C@H](C)CO)C(=O)c2cc(NC(=O)Nc3ccccc3)ccc2O1 | -2.0
CO[C@H]1CN(C)C(=O)c2cc(NC(=O)NC(C)C)ccc2OC[C@@H](C)NC[C@@H]1C | -2.2
C[C@@H]1CN([C@H](C)CO)C(=O)c2cc(C#CC(C)(C)O)cnc2O[C@@H]1CN(C)C(=O)C1CCCCC1 | -2.7
CO[C@@H]1CN(C)C(=O)c2cc(NS(=O)(=O)Cc3ccccc3)ccc2OC[C@@H](C)NC[C@@H]1C | -2.9
O=C(O)C[C@H]1C=C[C@@H](NC(=O)c2ccccc2F)[C@H](CO)O1 | -0.9
COc1ccc(-c2cnc3c(c2)C(=O)N([C@@H](C)CO)C[C@@H](C)[C@@H](CN(C)C(=O)C2CC2)O3)cc1 | -1.5
C[C@@H]1CN([C@H](C)CO)S(=O)(=O)c2ccc(-c3ccccc3)cc2O[C@@H]1CN(C)C(=O)c1ccccc1F | -6.5
CCC(=O)NC[C@@H]1[C@@H](c2ccc(C3=CCCC3)cc2)[C@@H](CO)N1C(=O)C1CC1 | -4.1
C[C@@H]1CN([C@H](C)CO)C(=O)c2cccc(NC(=O)Nc3ccc4c(c3)OCO4)c2O[C@@H]1CN(C)C(=O)Nc1ccc(F)cc1 | -1.1
COc1ccc(-c2ccc3c(c2)[C@@H]2[C@@H](CCN2S(=O)(=O)c2ccccc2F)[C@@H](CO)N3)cc1 | -2.1
C[C@@H]1CN([C@H](C)CO)C(=O)Cc2cc(NS(=O)(=O)c3cccs3)ccc2O[C@@H]1CN(C)C(=O)Nc1cccc2ccccc12 | -1.3
Cc1noc(C)c1S(=O)(=O)Nc1ccc2c(c1)CC(=O)N([C@@H](C)CO)C[C@@H](C)[C@@H](CN(C)Cc1ccc(Oc3ccccc3)cc1)O2 | -1.6

Later entries
SMILES | Mtb BioA inh
C[C@H](CO)N1C[C@H](C)[C@@H](CN(C)Cc2cccc(C(=O)O)c2)OCc2ccccc2-c2c(n(C)c3ccccc23)C1=O | -0.3
COc1ccc(NC(=O)Nc2ccc3c(c2)C(=O)N([C@H](C)CO)C[C@@H](C)[C@H](CN(C)S(=O)(=O)c2c(C)noc2C)OCCCC[C@H](C)O3)cc1 | -1.1
COc1ccc(S(=O)(=O)Nc2ccc3c(c2)CC(=O)N([C@@H](C)CO)C[C@@H](C)[C@H](CN(C)S(=O)(=O)c2ccccc2)O3)cc1 | -2.6
Cc1ccc(S(=O)(=O)N(C)C[C@H]2Oc3ccc(NS(=O)(=O)c4ccc(F)cc4)cc3C(=O)N([C@H](C)CO)C[C@H]2C)cc1 | -2.8
COCC(=O)N(C)C[C@@H]1Oc2cc(C3=CCCC3)ccc2S(=O)(=O)N([C@@H](C)CO)C[C@@H]1C | 5.1
O=C(NC[C@@H]1[C@H](c2ccccc2)[C@@H](CO)N1C(=O)Cc1cccnc1)C1CCC1 | 2.4
CNC[C@H]1OCCCC[C@H](C)Oc2ccc(NS(=O)(=O)c3c(C)noc3C)cc2C(=O)N([C@@H](C)CO)C[C@H]1C | -2.8
COCC(=O)Nc1ccc2c(c1)OC[C@@H](C)N(C(=O)c1ccccn1)C[C@H](C)[C@@H](OC)CN(C)C2=O | 1.7
C[C@@H]1CN([C@@H](C)CO)C(=O)c2cc(NC(=O)CCC(F)(F)F)ccc2O[C@@H](C)CCCCO[C@@H]1CN(C)C(=O)Nc1cccc2ccccc12 | -0.3
CO[C@H]1CN(C)C(=O)c2ccc(NC(=O)Cc3ccccc3)cc2OC[C@@H](C)N(C(=O)c2ccccc2F)C[C@@H]1C | 0.5
O=C(CC1CC1)Nc1ccc2c(c1)[C@@H]1C[C@H](CC(=O)N3CCOCC3)O[C@H](CO)[C@@H]1O2 | 0.4
COc1ccc(NC(=O)N(C)C[C@@H]2Oc3ccc(NC(=O)Nc4ccc5c(c4)OCO5)cc3CC(=O)N([C@@H](C)CO)C[C@@H]2C)cc1 | -0.6
CC(C)C(=O)Nc1ccc2c(c1)C(=O)N(C)[C@H]1CC[C@H](CC(=O)N[C@@H](C)c3ccccc3)O[C@H]1CO2 | 0.0
CO[C@@H]1CN(C)C(=O)c2ccc(NC(C)=O)cc2OC[C@H](C)N(Cc2cncnc2)C[C@@H]1C | -3.1
CNC[C@@H]1Oc2ncc(-c3ccc(OC)cc3)cc2C(=O)N([C@H](C)CO)C[C@H]1C | 1.1
CCCN1C[C@H](C)[C@@H](OC)CN(C)C(=O)c2cc(NS(=O)(=O)c3ccccc3)ccc2OC[C@H]1C | -4.2
C[C@@H]1CCCCO[C@@H](CN(C)C(=O)Cc2ccccc2)[C@H](C)CN([C@@H](C)CO)C(=O)c2cc(NC(=O)CCC(F)(F)F)ccc2O1 | -1.2
CCCNC(=O)N(C)C[C@@H]1Oc2cc(C3=CCCC3)ccc2S(=O)(=O)N([C@@H](C)CO)C[C@H]1C | 1.3
CCCN1C[C@@H](C)[C@H](OC)CN(C)C(=O)c2ccc(NC(=O)Nc3c(C)noc3C)cc2OC[C@H]1C | -2.0
C[C@@H]1CN([C@H](C)CO)C(=O)Cc2cc(NC(=O)Nc3ccc4c(c3)OCO4)ccc2O[C@@H]1CN(C)C(=O)Nc1ccc(F)cc1 | 1.9
COCC(=O)Nc1ccc2c(c1)C(=O)N(C)[C@H]1CC[C@@H](CC(=O)OC)O[C@H]1CO2 | -2.5
CC(C)C#Cc1ccc2c(c1)O[C@H](CN(C)C)[C@@H](C)CN([C@@H](C)CO)S2(=O)=O | -1.7
CCCNC(=O)N1[C@H](CO)[C@@H](c2ccc(C3=CCCC3)cc2)[C@@H]1CNC(C)=O | -4.1
C[C@@H]1CN([C@H](C)CO)C(=O)Cc2cc(NS(C)(=O)=O)ccc2O[C@@H]1CN(C)C(=O)Nc1ccc2c(c1)OCO2 | -1.4
CCCN1C[C@@H](C)[C@H](OC)CN(C)C(=O)c2cc(NS(=O)(=O)c3ccccc3)ccc2OC[C@H]1C | -1.0

(more compounds)
SMILES | Mtb BioA inh
C[C@H](CO)N1C[C@H](C)[C@@H](CN(C)C(=O)Nc2ccc(F)cc2)Oc2ccc(NC(=O)Nc3ccc4c(c3)OCO4)cc2C1=O | 0.1
CNC[C@H]1OCCCC[C@@H](C)Oc2ccc(NS(=O)(=O)c3c(C)noc3C)cc2C(=O)N([C@@H](C)CO)C[C@H]1C | -1.3
COc1ccc(NC(=O)Nc2cccc3c2O[C@H](CN(C)C(=O)Nc2cccc4ccccc24)[C@@H](C)CN([C@H](C)CO)C3=O)cc1 | -1.5
O=C(c1cccnc1)N1CCCCN2[C@H](CO)[C@@H](c3ccc(C#Cc4cccnc4)cc3)[C@@H]2C1 | 33.1
O=C(C[C@H]1C[C@@H]2c3cc(NC(=O)Nc4ccccc4)ccc3O[C@@H]2[C@@H](CO)O1)NCc1cccnc1 | 1.5
CO[C@@H]1CN(C)C(=O)c2ccc(NC(=O)c3ccccn3)cc2OC[C@@H](C)N(Cc2ccccn2)C[C@H]1C | -2.2
C[C@H](CO)N1C[C@H](C)[C@@H](CN(C)CC2CCCCC2)Oc2c(NC(=O)c3cnccn3)cccc2C1=O | -2.5
O=C(Cc1ccccc1)N1C[C@H]2[C@@H](c3ccccc31)[C@H](CO)N2C(=O)Nc1ccc(F)cc1 | -2.5
C/C=C/c1ccc([C@H]2[C@@H](CO)N(C(=O)Cc3cccnc3)[C@H]2CNC(C)=O)cc1 | 8.9
CO[C@@H]1CN(C)C(=O)c2cc(NC(=O)c3cc(C)on3)ccc2OC[C@H](C)N(CC2CC2)C[C@H]1C | 1.0
C[C@@H]1CCCCO[C@H](CN(C)C(=O)NC2CCCCC2)[C@H](C)CN([C@@H](C)CO)C(=O)c2cc(NC(=O)c3ccccc3)ccc2O1 | -4.4
COc1ccc(NC(=O)Nc2cccc3c2O[C@@H](CN(C)S(=O)(=O)c2ccc(F)cc2)[C@@H](C)CN([C@H](C)CO)C3=O)cc1 | 0.3
CC(C)(O)C#Cc1ccc([C@@H]2[C@@H](CO)N3CCCCN(C(=O)c4cccc(F)c4)C[C@@H]23)cc1 | -0.6
O=C(NC[C@H]1[C@@H](c2ccccc2)[C@@H](CO)N1C(=O)Cc1cccnc1)C1CCC1 | 3.1
CCC(=O)N1[C@@H](CO)[C@@H](c2ccccc2)[C@@H]1CN(CC)C(=O)c1ccc(F)cc1 | 2.1
C[C@H](CO)N1C[C@H](C)[C@@H](CN(C)C(=O)Nc2cccc3ccccc23)Oc2ccc(NC(=O)Nc3ccc(C(F)(F)F)cc3)cc2C1=O | -2.0
C[C@@H](NC(=O)C[C@@H]1CC[C@@H]2[C@H](COC[C@@H](O)CN2C(=O)Nc2cccc(Cl)c2)O1)c1ccccc1 | 0.3
C[C@@H]1CCCCO[C@H](CN(C)C(=O)CCCN(C)C)[C@H](C)CN([C@@H](C)CO)C(=O)c2cc(NC(=O)c3ccncc3)ccc2O1 | 1.2
CCCC(=O)Nc1ccc2c(c1)OC[C@@H](C)N(C(=O)CN(C)C)C[C@@H](C)[C@H](OC)CN(C)C2=O | -2.7
CO[C@@H]1CN(C)C(=O)c2ccc(NC(=O)Nc3c(C)noc3C)cc2OC[C@H](C)NC[C@H]1C | 0.6
CC(C)CC#Cc1ccc2c(c1)O[C@H](CN(C)C(=O)Cc1cccnc1)[C@H](C)CN([C@@H](C)CO)S2(=O)=O | 5.4
C[C@@H]1CN([C@@H](C)CO)C(=O)Cc2cc(NC(=O)Nc3cccc4ccccc34)ccc2O[C@H]1CN(C)S(=O)(=O)c1cccs1 | 2.1
C[C@@H]1CCCCO[C@@H](CN(C)C(=O)Nc2ccc3c(c2)OCO3)[C@H](C)CN([C@H](C)CO)C(=O)c2cc(NC(=O)Cc3ccccc3)ccc2O1 | -4.4
CCC(=O)N(C)C[C@H]1Oc2ncc(C#CC(C)C)cc2C(=O)N([C@H](C)CO)C[C@@H]1C | -3.0
Cc1ccc(-c2ccc3c(c2)O[C@H](CN(C)C(=O)Nc2ccccc2)[C@H](C)CN([C@@H](C)CO)S3(=O)=O)cc1 | -1.6
COc1ccc(NC(=O)Nc2ccc3c(c2)C(=O)N(C)C[C@H](OC)[C@@H](C)CN[C@@H](C)CO3)cc1 | 0.6
Cc1cccc(CN(C)C[C@@H]2OCc3cn(nn3)CCCC(=O)N([C@@H](C)CO)C[C@H]2C)c1 | -3.4
